Bioassay records from PubChem.
NCI-60 one-dose screen, 48 h, at 10 µM unless noted. Numbers give growth in % (100 = growth as untreated, 0 = no growth, -100 = all killed).
OVCAR-8 = OVCAR-8 ovarian cancer; 4.4% of 81,000 active; AID 1794782
SF-268 = SF-268 CNS cancer cells; 3.1% of 82,000 active
DU-145 = DU-145 prostate cancer; 4.2% of 81,000 active; AID 1794760
SF-539 = SF-539 CNS cancer. 6.8% of 81,000 active. AID 1794752
PC-3 = PC-3 prostate cancer cells; 3.9% of 80,000 active; AID 1794754
SF-295 = SF-295 CNS cancer cells. AID 1794758. 5.6% of 79,000 active
U251 = U251 CNS tumor cells. 5.4% of 80,000 active. AID 1794753
SNB-19 = SNB-19 CNS cancer cells. 2.5% of 81,000 active
Starred values were filed as active, the others as inactive; . = no result given; [ ] = dose if it differs, or a comment. How the source made its calls: active means growth percent below 10; inactive means the rest.

| structure | OVCAR-8 | SF-268 | DU-145 | SF-539 | PC-3 | SF-295 | U251 | SNB-19 |
| --- | --- | --- | --- | --- | --- | --- | --- | --- |
| O=C(O)CCC(CCC(=O)O)(C(=O)O)C(=O)O | 106.6 | 97.9 | 104.1 | 93.4 | 98.0 | 88.6 | 102.3 | . |
| CC(=O)OCC(=O)[C@@]1(O)CC[C@H]2[C@@H]3C[C@H](F)C4=CC(=O)CC[C@]4(C)[C@H]3[C@@H](O)C[C@@]21C | 89.2 | 91.4 | 91.6 | 87.2 | 98.0 | 136.3 | 108.3 | 105.5 |
| Cc1c(C)c2ccc(OCc3nnc4sc(-c5ccccc5)nn34)cc2oc1=O | 81.5 | 98.6 | 102.6 | 103.5 | 52.6 | 97.4 | 75.1 | 95.3 |
| C#CCOc1ccc(C(Nc2ccc(F)c(Cl)c2)c2nnnn2C2CCCCC2)cc1OC (stereo unspecified) | . | 84.6 | 102.5 | 92.1 | 89.5 | 87.6 | 89.0 | 89.2 |
| COc1ccc2occ(/C=c3\sc4nc5ccccc5n4c3=O)c(=O)c2c1 | 99.1 | 102.8 | 108.8 | 97.4 | 102.0 | 99.9 | 93.2 | 95.9 |
| CC(=O)Nc1ccc(/C=N\NC(=O)CCCC(=O)N/N=C/c2ccc(NC(C)=O)cc2)cc1 | 108.2 | 102.9 | 105.2 | . | 98.2 | 104.5 | 107.0 | 100.7 |
| Cc1cc2nc(Cc3nc4cc(C)c(C)cc4[nH]3)[nH]c2cc1C | 99.4 | 83.9 | 100.1 | 118.2 | 100.6 | 102.8 | 100.1 | . |
| COC(=O)Nc1ccccc1 | 106.9 | 106.6 | 114.1 | 106.7 | 99.7 | 106.8 | 98.3 | 103.7 |
| Clc1nc(N/N=C\c2ccccc2)nc(N2CCCCC2)n1 | 104.1 | 104.1 | 113.9 | 105.7 | 103.6 | 112.8 | 111.9 | 104.5 |
| CCCCCCCCCCCCCCCCCCOc1cccc(CC(=O)OCC[N+]2(C)CCCC2)c1 | 80.0 | 94.2 | 96.1 | 92.9 | 88.9 | 88.0 | 55.9 | 79.4 |
| CCCCCCCCCCCCCCCCC(Br)C(=O)OCC (stereo unspecified) | 94.8 | 105.1 | 106.5 | 97.7 | 90.2 | 103.6 | 90.9 | 99.3 |
| O=c1c2c3c(sc2n2c(-c4cc(-c5ccccc5)no4)nnc2n1Cc1ccccc1)CCCC3 | 40.9 | 93.5 | 88.5 | 114.0 | 71.8 | 83.4 | 94.3 | 55.7 |
| CCOc1c(C#N)c(Nc2ccc(S(N)(=O)=O)cc2)c(C#N)c2nnc(C)n12 | 99.4 | 99.0 | 109.1 | 97.2 | 85.4 | 104.8 | 107.7 | 100.8 |
| O=c1[nH]c(=S)[nH]c2c1CN(CCCN1CCN(CCCN3CNc4[nH]c(=S)[nH]c(=O)c4C3)CC1)CN2 | 95.5 | 95.7 | 111.3 | 98.0 | 96.3 | 97.1 | 102.3 | 95.7 |
| CC(C)(C#N)N1CCN(c2ccc(Cl)cc2)CC1 | 114.4 | 101.1 | 107.7 | 103.4 | 99.0 | 113.9 | 106.0 | 109.0 |
| COCCn1cc(-c2nc(-c3cn(CCOC)c4ncccc34)cs2)c2ccccc21 | 97.7 | 83.3 | 97.1 | 79.4 | 73.1 | 91.4 | 72.8 | 71.1 |
| CCSc1nc2ncnc(N(C)Cc3ccccc3)c2c(=O)[nH]1 | 100.2 | 95.8 | 104.8 | 89.9 | 96.7 | 101.8 | 97.6 | 95.8 |
| C/C(=N\N=C\c1ccc(Cl)c([N+](=O)[O-])c1)c1ccc2c(c1)Nc1ccccc1S2 | 6.8* | 47.3 | 28.1 | 12.8 | 13.5 | 42.7 | -35.0* | 31.2 |
| O=C(O)c1ccc(Cn2c(=O)[nH]c(=O)n(Cc3ccc(Cl)cc3)c2=O)cc1 | 100.5 | 114.7 | 120.4 | 92.2 | 79.6 | 97.4 | 105.4 | 110.9 |
| Cc1sc2nc(COC(=O)c3cc(=O)c4ccccc4o3)[nH]c(=O)c2c1C | 105.1 | 104.4 | 109.8 | 114.4 | 101.3 | 93.9 | 95.8 | 96.8 |
| COC(=O)/C=C1\S/C(=N\NS(=O)(=O)c2ccc(C)cc2)N(c2ccccc2)C1=O | 99.8 | 98.0 | 105.3 | 100.0 | 96.4 | 104.7 | 102.3 | 97.0 |
| O=C(O)c1nc(-c2ccccc2)oc1N1CCOCC1 | 98.4 | 98.3 | 109.2 | 115.0 | 100.2 | 106.9 | 90.9 | 92.3 |
| Nc1nccnc1C(=O)O | 99.5 | 102.5 | 105.5 | 99.6 | 97.9 | 97.1 | 103.5 | . |
| O=C(CSc1nnc2n1N=C(c1ccc(Cl)c(Cl)c1)CS2)c1ccc(Cl)c(Cl)c1 | 93.0 | 88.5 | 102.8 | 93.5 | 83.0 | 97.7 | 101.0 | 99.9 |
| Oc1ccc(CSc2nnc(-c3ccc(Br)cc3)n2-c2ccccc2)c2cccnc12 | 23.4 | 32.7 | 39.2 | 16.8 | 29.5 | 6.7* | 7.8* | 17.8 |
| O=C(COc1ccc(NC(=O)Nc2ccccc2)cc1)N=Nc1c(O)[nH]c2ccc(Cl)cc12 | 106.0 | 87.5 | 97.2 | 101.6 | 97.2 | 99.8 | 74.9 | 100.7 |
| O=C(/C=C/c1ccccc1)Oc1ccc(Cl)cc1Cl | 96.1 | 100.4 | 107.4 | 100.6 | 91.6 | 109.9 | 95.2 | 88.6 |
| CN(Cc1ccccc1)c1nc(Cl)c(C=O)s1 | 99.0 | 108.0 | 107.4 | 111.4 | 96.4 | 105.7 | 97.7 | 91.9 |
| CCOC(=O)CC1CSC(Nc2ccc(C)cc2)=N1 (stereo unspecified) | 106.6 | 99.9 | 110.8 | 96.4 | 100.0 | 96.7 | 97.3 | 104.6 |
| CCCCC(C)(O)c1ccccc1 (stereo unspecified) | 115.0 | 109.2 | 114.1 | 107.8 | 91.1 | 101.8 | 107.7 | 104.6 |
| CC1(C)CC[C@]23CC[C@]4(C)[C@H](CC[C@@H]5[C@@]6(C)C[C@@H](C=NCCO)C(=O)C(C)(C)[C@@H]6CC[C@]54C)[C@H]2[C@H]1OC3=O | 104.0 | 109.7 | 106.7 | 97.4 | 77.0 | 101.5 | 96.5 | 89.5 |
| CC1CN=C(NS(=O)(=O)c2ccccc2)N1 (stereo unspecified) | 100.4 | 110.4 | 118.0 | 101.2 | 96.2 | 109.5 | 98.6 | 93.2 |
| CNCCCNCCCN1C(=O)c2ccc3c4c(ccc(c24)C1=O)C(=O)N(CCCNCc1ccccc1OC)C3=O | -31.9* | 4.8* | -91.5* | 24.3 | 1.8* | 25.3 | 6.5* | 36.6 |
| O=Cc1cn(C(=O)c2ccc(Cl)cc2)c2ccccc12 | 98.7 | 103.3 | 112.0 | 99.7 | 90.7 | 106.5 | 98.0 | 93.7 |
| Cn1c(=O)c2c(nc(Nc3cc(=O)[nH]c(=O)[nH]3)n2Cc2ccccc2)n(C)c1=O | 7.4* | 24.9 | 2.2* | 94.2 | 92.2 | 100.7 | 12.2 | 96.9 |
| O=C1NC(=NC23CC4CC(CC(C4)C2)C3)N/C1=C\c1ccc2ncoc2c1 | 13.4 | 9.7* | 8.0* | -49.2* | 5.4* | 11.2 | 10.0 | 6.9* |

Next compounds.
smiles	OVCAR-8	SF-268	DU-145	SF-539	PC-3	SF-295	U251	SNB-19
COc1c(O[C@H]2O[C@@H](CO)[C@@H](O)C(O)C2O)cc2oc3cc(O)c(CC=C(C)C)c(O)c3c(=O)c2c1CC=C(C)C (stereo partly specified)	96.1	101.9	105.8	108.5	89.5	102.2	89.8	102.8
COc1cc(C(=O)/C=C/c2ccc3nc(-c4cc(F)cc(F)c4)sc3c2)cc(OC)c1OC	103.7	97.3	111.6	92.4	95.1	94.2	92.5	98.3
COc1ccc(N2CC3(CC3(Cl)Cl)C2=O)cc1 (stereo unspecified)	91.1	99.0	107.2	105.7	70.9	96.4	82.0	101.2
NNC(=S)n1ccc(-c2cc3c(ccc4ccccc43)oc2=O)n1	98.3	96.0	106.1	98.2	91.1	97.5	92.2	83.7
CC1=N/C(=C\c2ccc(-c3ccccc3)cc2)C(=O)O1	116.6	99.1	105.1	91.7	104.8	102.6	108.2	107.4
CNC(=O)c1cc(Oc2cccc3nc(Nc4ccc(F)c(Cl)c4)ccc23)ccn1	44.8	54.5	93.2	55.9	30.8	87.0	26.7	43.6
COc1ccc(/C=C/C(=O)CCN2CCCCC2)cc1	102.2	95.5	96.5	93.5	99.9	103.0	90.8	107.5
CCc1ccc(-c2ccc(COc3ccc(CC4SC(=O)NC4=O)cc3)cc2)cc1 (stereo unspecified)	77.2	76.7	88.8	77.0	65.6	75.8	72.8	87.1
Cc1ccc(S(=O)(=O)c2ccc3[nH]c(=O)[nH]c(=O)c3c2)cc1	95.2	104.4	106.9	100.5	86.2	116.4	95.1	94.3
COc1ccc(/C=N/c2n[nH]c(Nc3ccccc3)n2)cc1OC	103.5	107.1	107.9	96.6	106.1	101.4	99.6	98.3
CCCCCOc1ccc(N2C(=O)C(C)CNC2=S)cc1 (stereo unspecified)	113.5	105.6	108.5	93.5	93.2	95.5	106.3	.
CC(=O)N1N=C(c2ccc(Nc3nc(Nc4ccc(Cl)cc4)nc(Nc4ccc(Cl)cc4)n3)cc2)CC1c1ccc(N(C)C)cc1 (stereo unspecified)	86.2	106.1	101.7	91.1	79.7	52.3	88.2	97.2
O=C(NCCOCCOCCOCCNC(=O)c1cc2c(o1)C(=O)c1ccccc1C2=O)NC12CC3CC(CC(C3)C1)C2	1.2*	-5.2*	-96.0*	-63.5*	12.1	-91.9*	-22.0*	-2.0*
Cc1onc(-c2c(F)cccc2Cl)c1C(=O)Nc1cc2cc([N+](=O)[O-])ccc2oc1=O	92.3	101.8	106.6	102.9	84.9	59.3	.	94.3
CCCCN(C=O)CCCC	102.6	93.4	104.0	102.9	93.5	96.9	104.8	93.4
c1ccc(N/N=C(\c2ccccc2)c2cccs2)cc1	92.8	89.6	101.8	105.6	80.6	104.7	97.7	112.1
N#CCCC(C#N)(c1cccnc1)N1CCOCC1 (stereo unspecified)	105.8	120.8	109.5	104.2	95.8	95.0	103.2	105.5
O=C(Nc1nccs1)C(=S)N1CCOCC1	101.6	98.1	107.8	95.0	93.4	96.5	98.8	94.2
CN([O-])c1nc(N(C)[O-])nc(N2CCOCC2)n1.CN([O-])c1nc(N(C)[OH2+])nc(N2CCOCC2)n1.[Fe+3]	85.6[100 µM]	-14.2*[100 µM]	63.1[100 µM]	108.1[100 µM]	65.9[100 µM]	10.3[100 µM]	38.7[100 µM]	107.9[100 µM]
CN(C)c1ccc(/C=C/C2=[N+](C)c3ccccc3C2(C)C)cc1	14.8	20.9	25.3	16.9	4.6*	0.9*	19.2	13.2
Nn1c2ccccc2c2ccccc21	92.4	104.7	102.5	101.3	92.2	.	94.5	108.1
Cc1cc(OC(=O)CCl)ccc1C(C)(C)C	101.2	97.6	102.7	88.2	97.5	106.2	100.7	114.5
COc1ccc(-c2nc3sc(-c4ccccc4)c(-c4ccccc4)n3c2/C=C/C(=O)c2ccccn2)cc1	67.9	88.0	96.7	83.7	3.7*	99.5	85.4	97.1
COc1cccc(-c2nn(-c3ccccc3)cc2-c2ccnc(NCCN)c2)c1	74.9	98.4	101.0	99.3	48.3	97.7	85.5	78.1
Oc1ccccc1C=NCC1CCC(CN=Cc2ccccc2O)CC1 (stereo unspecified)	79.9	93.9	3.2*	100.2	77.8	71.6	78.4	94.6

Compound profiles, from the list above. Screens in order: OVCAR-8 | SF-268 | DU-145 | SF-539 | PC-3 | SF-295 | U251 | SNB-19
`CCCCN(C=O)CCCC` reads 102.6 | 93.4 | 104.0 | 102.9 | 93.5 | 96.9 | 104.8 | 93.4
`COc1cc(C(=O)/C=C/c2ccc3nc(-c4cc(F)cc(F)c4)sc3c2)cc(OC)c1OC` reads 103.7 | 97.3 | 111.6 | 92.4 | 95.1 | 94.2 | 92.5 | 98.3
`CNC(=O)c1cc(Oc2cccc3nc(Nc4ccc(F)c(Cl)c4)ccc23)ccn1` reads 44.8 | 54.5 | 93.2 | 55.9 | 30.8 | 87.0 | 26.7 | 43.6

More compounds.
smiles	OVCAR-8	SF-268	DU-145	SF-539	PC-3	SF-295	U251	SNB-19
Cn1cnc2c(N3CCN(C(=O)c4c[nH]c5ccccc45)CC3)nc(Cl)nc21	95.4	92.6	100.6	99.0	80.2	90.8	97.6	98.2
CC1=C(C(=O)OCc2ccccc2)C(c2c(O)cc(O)cc2O)n2c(nc3ccccc32)N1 (stereo unspecified)	77.9	52.7	82.3	16.8	49.2	25.4	42.7	59.7
O=C(N/N=C/c1cccc(O)c1)c1ccccc1Nc1cccc(C(F)(F)F)c1	75.0	69.5	88.7	102.7	81.9	52.2	82.4	88.1
CCOC(=O)c1ccccc1NC(=O)CCCl	102.5	97.0	108.6	97.1	95.4	103.3	92.2	95.4
O=[N+]([O-])c1cc(Cl)ccc1Nc1cccc(F)c1	94.7	104.1	.	102.7	83.8	97.4	91.5	90.6
CCCCCCn1c(O)c(N=Nc2nc(-c3cc4ccccc4oc3=O)cs2)c2ccccc21	34.1	11.0	10.1	56.1	-2.7*	47.8	-57.5*	40.0
Cc1ccc(S(=O)(=O)OCCCCCCCCCCOS(=O)(=O)c2ccc(C)cc2)cc1	100.8	90.6	106.5	89.5	77.4	.	87.7	90.4
Cc1cc2c(C(C)C)c(O)c(O)cc2c2c1-c1c(C)cc3c(C(C)C)c(O)c(O)cc3c1OP(=O)(O)O2	90.8	88.7	113.7	94.6	91.9	94.6	91.5	99.0
Cc1cccc(NC(=O)Oc2ccc(Cl)cc2C(=O)c2ccccc2)c1	106.7	102.1	98.6	102.3	104.5	107.8	.	85.6
CCCCCC(C)(O)C(C(=O)O)c1ccccc1 (stereo unspecified)	100.7	107.2	114.1	95.4	93.2	103.3	99.2	97.1
CS(=O)(=O)Nc1ccc(Cn2c(=O)[nH]c(=S)[nH]c2=O)cc1	100.7	105.2	114.0	102.5	91.2	106.2	96.2	102.7
Cc1cc(N(C)C)nc(SCc2ccc(Cl)cc2Cl)n1	98.2	90.0	95.4	105.2	90.6	88.8	89.1	88.6
COC(=O)c1nc(-c2ccccc2)oc1N1CCOCC1	94.3	105.7	110.3	101.0	98.1	103.2	91.9	91.7
